12-LOX inh = blocks human arachidonate 12S-lipoxygenase. P18054. purified 12hLO, xylenol orange hydroperoxide absorbance. Potency, µM (titrated, usually from 108 µM), for the others: at the top dose activity change, negative = inhibition, most hits filed as inhibitors. 580,000 compounds, 1.1% hits. AID 1671190; active = well fitted inhibition curve with a large enough effect; inconclusive = small, poorly fitted or top-dose-only effect, or another doubt; inactive = no such curve, though single readings can be large or run the other way
Target sequence (P18054 whole entry, looked up): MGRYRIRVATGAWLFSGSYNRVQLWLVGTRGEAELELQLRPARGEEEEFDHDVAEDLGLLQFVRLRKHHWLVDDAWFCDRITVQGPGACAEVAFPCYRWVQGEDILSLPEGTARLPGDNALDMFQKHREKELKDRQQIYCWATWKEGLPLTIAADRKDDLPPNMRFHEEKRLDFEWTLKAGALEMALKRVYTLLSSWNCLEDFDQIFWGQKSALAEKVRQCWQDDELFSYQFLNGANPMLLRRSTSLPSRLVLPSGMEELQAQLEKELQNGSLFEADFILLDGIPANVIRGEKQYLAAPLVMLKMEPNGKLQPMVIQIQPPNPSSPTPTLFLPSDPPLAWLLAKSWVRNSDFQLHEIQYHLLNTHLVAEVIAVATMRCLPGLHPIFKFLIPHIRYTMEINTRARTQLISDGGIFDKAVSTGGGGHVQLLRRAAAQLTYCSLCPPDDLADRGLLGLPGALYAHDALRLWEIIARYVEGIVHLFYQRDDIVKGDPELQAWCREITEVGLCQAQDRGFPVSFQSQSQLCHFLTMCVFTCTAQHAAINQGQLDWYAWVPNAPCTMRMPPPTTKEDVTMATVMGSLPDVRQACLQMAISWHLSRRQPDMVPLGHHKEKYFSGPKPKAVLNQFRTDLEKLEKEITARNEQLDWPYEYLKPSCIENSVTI
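Hydroperoxide product was detected by ferrous iron/xylenol orange as the 573 to 405 nm absorbance ratio. Arachidonic acid at 40 uM (final) was turned over for 30 min at room temperature by 150 nM human 12hLO, pH 7.0 Hepes buffer, after 15 min compound preincubation.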
* marks the source's active call; other numbers are inactive results; ? = inconclusive; & = joins results of further samples; [ ] = dose if it differs, or a comment. % is scaled to controls: 0 for no effect and ±100 for the full control effect; potency is read from the fitted curve at half-maximal effect. These rows are one share of the data (hit frequency here may not be typical).

Compound | 12-LOX inh
C[C@H]1[C@@H]2[C@@H](O)C([C@H](C)C(=O)NCc3cccnc3)CC[C@@]2(C)CC[C@@H]1NC(=O)c1ccccn1 (stereo partly drawn) | 61%
CC(C)CN[C@H]1CO[C@H]2[C@@H]1OC[C@@H]2Nc1nccc(C(C)(C)C)n1 | 23%[176 µM]
CN(C)C(C(=O)N1CCN(c2ccc(C#N)cc2)CC1)c1ccccc1F (stereo not drawn) | 76%[activator]
O=C1NC(=NC2CCCC2)C2(CCN([S+](=O)([O-])c3ccccc3)CC2)N1c1cccnc1 | 8%[6.33 µM]
CC(Oc1ccccc1Cl)C(=O)c1c[nH]c2ccccc12 (stereo not drawn) | ?
Cc1csc(CNC(=O)c2sccc2C)n1 | 22%
CC(C)C(NC(=O)c1cccc(CS(C)(=O)=O)c1)c1ccc(F)cc1 (stereo not drawn) | -26%
COc1ccc(C(=O)Oc2ccccc2Cl)cc1 | ?
O=C(CCC1CCN(C(=O)c2ccccc2)CC1)Nc1cccnc1 | -3%
O=C1NC[C@H](CC2CCCCC2)N(CCc2cc(C(F)(F)F)cc(C(F)(F)F)c2)C1=O | -6%
CCC(=O)N1CCN(c2nc3c(s2)CC(C(=O)N2CCC(C)CC2)CC3)CC1 (stereo not drawn) | 15%
CC1(COCC2CC2)COc2ccc(C(=O)NCc3ccccc3)cc2N1 (stereo not drawn) | -34%[176 µM]
O=Cc1ccccc1-c1cncc(C(=O)O)c1 | ?
Cc1cc(C)c2oc(C(=O)Nc3ccc(OC(F)F)cc3)cc(=O)c2c1 | 79%[activator]
O=C(Nc1ccccc1Cc1ccccc1)c1cccc[n+]1[O-] | 12%
O=C(Nc1ccc(Cl)cc1)N1Cc2[nH]cnc2C[C@H]1c1nc(-c2ccc(F)c(Cl)c2)no1 | 24%
Cc1nc2ccc(C(=O)N3c4ccccc4N=C(c4ccc5c(c4)OCO5)C3C(=O)NCc3ccccc3)cc2[nH]1 (stereo not drawn) | -7%
N#Cc1cccc(CN2CCc3nc(C(=O)NCc4ccncc4)oc3CC2)c1 | 35%[activator][176 µM]
Cc1nc(-c2ccc(C)c(S(=O)(=O)N3CCCC(C(=O)NCc4ccc5c(c4)OCO5)C3)c2)no1 (stereo not drawn) | -5%
NNc1cccc2ncccc12 | 3.5µM*
COc1ccc(Cn2c(C(C)NC(=O)OCc3ccccc3)nc3cccnc32)cc1 (stereo not drawn) | 38%[activator]
COC(=O)c1cc(-c2ccc(Cl)cc2)on1 | ?
CC(=O)c1cc(CC#N)cs1 | ?
O=C(NCc1ccc(N2CCOCC2)cc1)c1cc2c(s1)CN(C1CC1)C2 | 171%[activator]
CCn1cc(Cl)c(C(=O)N2CCCn3cc(-c4ccccc4)nc32)n1 | 8%
CCOc1ccccc1CNC(=O)c1ncoc1-c1cccs1 | 1%
Cc1ccc(NS(=O)(=O)c2cc(-c3cnc(C)o3)ccc2C)c(C)c1 | ?
O=C(O)/C=C/c1cc(Cl)cc(Cl)c1 | 0%
Cc1ccsc1C(=O)N1CCN(C(=O)c2nnn3c2COC(c2ccc(Cl)cc2)C3)CC1 (stereo not drawn) | 14%
Cc1ccc(CNC(=O)N2CCCCCCNC(=O)[C@@H]3CCC[C@@H]32)cc1 | -1%
CN1CCN(C(=O)c2ccc3c(c2)NC(C)(CCCCc2ccccc2)CO3)CC1=O (stereo not drawn) | 13%[176 µM]
COc1ccc(NC2CN(C(=O)OC(C)(C)C)C2)cc1 | 0%&5%[12.5 µM]
COc1cc(OC)c(Nc2nc3ccccc3nc2NS(=O)(=O)c2ccccc2)cc1Cl | -28%
Clc1ccc(CNc2nc(-c3ccccc3)no2)cc1 | 3%
Cn1cccc1C(=O)N1CCC2(CC1)CCN(c1ccncc1)CC2 | -5%[57.4 µM]
CC1CN(c2ccccc2C#N)C(=O)CN1C(=O)Cc1c[nH]c(=O)[nH]c1=O (stereo not drawn) | 41%[activator]
O=C(O)C1C2C=CC(O2)C1C(=O)Nc1cc(C(F)(F)F)ccc1Cl (stereo not drawn) | -8%
CCN(C)C(=O)c1coc(N2CCN(Cc3cccc(F)c3)C2=O)n1 | -6%
CCCc1ccc(C(=O)NC2CCSC2=O)cc1 (stereo not drawn) | -33%
COc1cccc(-c2cc3c(ccn3C)c(C(=O)NCCc3cnc[nH]3)n2)c1OC | 81%[activator][176 µM]

Ordered by value in 12-LOX inh (highest first): 3 of the compounds above
Compound | 12-LOX inh
Clc1ccc(CNc2nc(-c3ccccc3)no2)cc1 | 3%
CCN(C)C(=O)c1coc(N2CCN(Cc3cccc(F)c3)C2=O)n1 | -6%
COc1cc(OC)c(Nc2nc3ccccc3nc2NS(=O)(=O)c2ccccc2)cc1Cl | -28%

(list continues)
Compound | 12-LOX inh
CC(C)(C)NC(=O)c1cc(-c2ccccc2Cl)nc2ccccc12 | ?
O=C1CC(c2cn[nH]c2C(=O)O)c2c(n[nH]c2-c2cccs2)N1 (stereo not drawn) | 20%
COc1ccc(COc2ccc(C#N)cc2)c(Br)c1OC | 18%
CN(C)CCNc1cc(-c2ccc3ccccc3n2)c2cc[nH]c2n1 | 13%
CCc1ccc(OCC(=O)Nc2cccc3ccc(C)nc23)cc1 | ?
O=C(NC1CCCC1)c1ccc2nnc(-c3cncc(Cl)c3)n2c1 | 0%[6.33 µM]
C=CCOc1ccccc1NC(=O)c1ccccc1 | 1%
Cc1ccc(C2=NC3(CCN(C(=O)c4cc(Cl)ccc4F)CC3)ON2)cc1 | 6%
COc1ccc([C@H]2CN(C(=O)C3CCN(C(=O)N(C)C)CC3)C[C@@H]2N)cc1 | 8%
Cc1onc(-c2ccccc2)c1C(=O)NCCN1Cc2ccccc2OC(c2ccsc2)C1 (stereo not drawn) | 8%
O=[N+]([O-])c1ccc(/C=C/c2ccccc2)cc1 | -4%
COc1ccc(NC(=O)C2CN(S(=O)(=O)c3cccnc3)CC23CCCCC3)cc1 (stereo not drawn) | 4%
O=C(NC1CCCc2ccccc21)C1CC2CCCC(C1)C2=O (stereo not drawn) | ?
COc1ccc(CCn2c(SCc3ccccc3)nc3c2c(=O)n(C)c(=O)n3C)cc1 | -27%
COc1ccc(NC(=O)C(c2ccc(C(F)(F)F)cc2)n2c(=O)c(-c3cc4ccccc4[nH]3)nc3ccccc32)cc1 (stereo not drawn) | -16%
COC(=O)c1c(Cl)c(C)nc2onc(C)c12 | 21%
N#Cc1cccc(CSc2nccc(C(F)(F)F)n2)c1 | -1%
COc1ccccc1C(=O)N1CCN(C(=O)[C@H](CCc2ccccc2)NC(=O)[C@H]2O[C@@H](n3cnc4c(N)ncnc43)[C@H](O)[C@@H]2O)CC1 | -1%
O=C(CCc1ncc(-c2c(F)cccc2F)o1)NCc1ccccc1 | ?
CCc1nnc(NC(=O)C2(c3ccccc3F)CCCC2)s1 | -1%
COc1cc(=O)n2c(c1C(=O)N(C)Cc1nonc1C)CCN(Cc1ccc(F)cc1)CC2 | -1%
Cc1ccc(C(CNC(=O)CCc2nc(-c3cccnc3)no2)N(C)C)cc1 (stereo not drawn) | -11%
Oc1[nH]c2ccccc2c1N=Nc1ncnc2c1oc1ccccc12 | 3%
COc1ccc(-n2c3c(c(=O)[nH]c2=O)CN(C2CCCC2)CN3)cc1Cl | 11%
Cn1c(=O)c2c(nc(NCCO)n2Cc2c(Cl)cccc2Cl)n(C)c1=O | 1%
CCS(=O)(=O)N1CC(=O)N(Cc2ccccc2Cl)C(C)(C(=O)NCc2ccccc2OC)C1 (stereo not drawn) | -5%
COc1cccc(C(C(=O)NC2CCCC2)N2CCN(c3cc(C)ccc3C)CC2)c1OC (stereo not drawn) | -11%
Nc1cc(=O)[nH]n1C1CCCCCC1 | -22%
COc1ccc(OC)c(NC(=O)CCC2CCN(C(=O)c3ccccc3)CC2)c1 | 25%
N#CCCn1c(SCC(=O)Nc2ccc(N3CCCCC3)cc2)nc2ccccc21 | 7%
Cc1cccc(NC(=O)/C(C#N)=C/c2cc(C(C)(C)C)c(O)c(C(C)(C)C)c2)c1C | 1%
Fc1ccc(Nc2nc(-c3ccc(F)cc3)cs2)cc1 | ?
COc1ccc(-c2ccnc3nc(CCc4ccc(OC)c(OC)c4)nn23)c(F)c1 | 24%
Cc1cn2nc(C(=O)N3CCC(C(=O)NC4CCC(C)CC4)CC3)cc2c(=O)[nH]1 (stereo not drawn) | 18%
C=CC1=C(C)C2=NC1=CC1=NC(=CC3=NC(=CC4=NC(=C2)C(C)=C4CCC(=O)O)C(CCC(=O)O)=C3C)C(C=C)=C1C.[Zn] | ?
CCc1nc2c(c(-c3ccc(O)cc3)n1)CCN(Cc1cccc(C(F)(F)F)c1)CC2 | -1%
COc1ccc(C2=C(O)C(=O)N(Cc3cccnc3)C2c2ccccc2F)cc1 (stereo not drawn) | ?
Cc1ccc(CNC(=O)N2C[C@@H](F)C[C@H]2C(=O)N2CCc3ccccc3C2)cc1 | -12%
C=CCNC(=O)/C=C/c1cccc(OC)c1 | -13%
CN1C[C@H](O)C[C@H]1c1nnc2n1CCN(C(=O)c1cccnc1)CC2 | 49%
CC(C)C1=NOC2(CCCN(C(=O)c3ccccc3)C2)C1 (stereo not drawn) | 3%[12.5 µM]
CN(Cc1ccc(OC(F)F)cc1)C(=O)c1nn(Cc2ccccc2)c(=O)c2ccccc12 | ?
COC(C)C(=O)NC(C)c1ccc2c(c1)CCC(=O)N2 (stereo not drawn) | -22%
Cc1ccc2nc(C3CCN(CC(C)C)CC3)[nH]c(=O)c2c1 | -4%[176 µM]
CC(=O)N1CCC(Cc2noc(-c3ccc(F)cc3)n2)C1 (stereo not drawn) | 65%[activator]
CCc1cn(C[C@H](NC(=O)C2CCC2)C(=O)O)c(=O)[nH]c1=O | ?
COC(=O)c1ccc(/C=N/OCc2ccc(Cl)c(Cl)c2)cc1 | ?
CC(NC(=O)c1cccnc1)c1ccc(C(F)(F)F)cc1 (stereo not drawn) | 58%[activator]
COCCN(C)C[C@@H]1CN(C(=O)c2ccc(C(C)=O)s2)C[C@@H]1CO | -4%
COC[C@@H]1CN(C(=O)COc2ccc(F)cc2)C[C@H]1c1ccccn1 | -3%

Later entries
Compound | 12-LOX inh
OCC1(CN2CCCC2)CCN(Cc2c(Cl)cccc2Cl)CC1 | -5%
O=C(Cn1c(=O)c2c(n1Cc1ccccc1)CN(Cc1ccccc1)CC2)NCc1ccc2c(c1)OCO2 | ?
O=C(COc1cccc(-c2nnc3n2CCCC3)c1)N1CCN(c2ccccc2F)CC1 | -5%
CCn1ncc(N2CCCC(CC(=O)NCc3cccs3)C2)cc1=O (stereo not drawn) | 33%
Cn1cc(CNCC2(COc3cccnc3)C[C@@H](O)[C@@H](O)C2)c2ccccc21 (stereo partly drawn) | ?
Cc1ccc(S(=O)(=O)NC[C@H]2OC[C@@H](N(C)C)[C@@H]2O)cc1 | -9%[176 µM]
COCC1CN(C2CCC2)CC12CCN(C(=O)Cc1ccc(OC)cc1)CC2 (stereo not drawn) | 27%
O=C(C[C@@H]1C[C@H]2O[C@H](CNC3CCNCC3)[C@@H](O)[C@H]2O1)N1CCC(F)(F)C1 | ?
CCc1cnc(C)nc1N1CCOC(c2ccc(Cl)cc2)C1 (stereo not drawn) | 37%
CN(C)C[C@@H]1CN(c2ncccn2)C[C@H]1NC(=O)c1cc(Cl)ccc1F | 49%[activator]
N#Cc1nc(-c2cccc3ccccc23)oc1N1CCN(Cc2ccccc2)CC1 | -28%
COc1ccccc1-c1noc(CCc2nc(-c3ccc(C)nn3)no2)n1 | 27%
CS(=O)(=O)c1ccc(O[C@H]2COCCN(Cc3ccc(-c4ccccc4)cc3)C2)cc1 | 8%
Cc1cccc2cc(-c3nc(-c4cccnc4)no3)c(=O)oc12 | 85%[activator]
CCn1nc(C(=O)OCCOc2ccccc2Cl)c2ccccc2c1=O | 24%
CCCN(Cc1nnc(-c2ccccc2Cl)o1)C(=O)c1cccc(S(=O)(=O)N(C)C)c1 | ?
O=C(NCCc1ccccc1)c1cncc(Br)c1 | ?
C=CCNc1oc(/C=C/c2ccc(OC)c(OC)c2)nc1C#N | ?
CCS(=O)(=O)N1CC2(CN(C(=O)Nc3c(C)noc3C)[C@@H](CO)c3[nH]c4cc(OC)ccc4c32)C1 | ?
Cc1cnc(CNc2ncnc3ccc(-c4ccc5c(c4)OCO5)cc23)cn1 | -16%

Of the compounds above, these contain a cyano group:
Compound | 12-LOX inh
CN(C)C(C(=O)N1CCN(c2ccc(C#N)cc2)CC1)c1ccccc1F (stereo not drawn) | 76%[activator]
N#Cc1cccc(CN2CCc3nc(C(=O)NCc4ccncc4)oc3CC2)c1 | 35%[activator][176 µM]
CC(=O)c1cc(CC#N)cs1 | ?
CC1CN(c2ccccc2C#N)C(=O)CN1C(=O)Cc1c[nH]c(=O)[nH]c1=O (stereo not drawn) | 41%[activator]
COc1ccc(COc2ccc(C#N)cc2)c(Br)c1OC | 18%
N#Cc1cccc(CSc2nccc(C(F)(F)F)n2)c1 | -1%
N#CCCn1c(SCC(=O)Nc2ccc(N3CCCCC3)cc2)nc2ccccc21 | 7%
Cc1cccc(NC(=O)/C(C#N)=C/c2cc(C(C)(C)C)c(O)c(C(C)(C)C)c2)c1C | 1%
N#Cc1nc(-c2cccc3ccccc23)oc1N1CCN(Cc2ccccc2)CC1 | -28%
C=CCNc1oc(/C=C/c2ccc(OC)c(OC)c2)nc1C#N | ?

Later entries.
Compound | 12-LOX inh
COc1cc2c(cc1OC)C(CNC(=O)c1ccco1)N(C(=O)Nc1cccc(F)c1)CC2 (stereo not drawn) | 6%
O=C(Nc1c(NC2CCCC2)c2ccccc2oc1=O)c1cccc(Cl)c1 | 37%[activator]
c1coc(CNCc2cccc3[nH]ccc23)c1 | ?
COc1ccc(Nc2cccc(CN3CCCC(C)(NC(C)=O)C3)c2)cc1 (stereo not drawn) | -15%[176 µM]

Screening results (PubChem)
